Assay outcomes deposited in PubChem by several laboratories.
CYP2C19 activ – human CYP2C19 activators, primary screen, biochemical, luminescence | 96,000 tested, under 10 active | activation factor at 5 µM | Cytochrome P450 2C19 (Homo sapiens), P33261 | recombinant CYP2C19, luciferin-H EGE luminescence; stronger effect = higher value; 0 = fully inhibited enzyme, 1 = untreated enzyme | AID 1025, 2008;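 active = activation factor of at least 2 at 5 µM in the primary screen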;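 note: 0 = wells with 2.5 mM tranylcypromine and 1 = vehicle-only wells; values of inactives mirror those of a sister screen read the other way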
EphB4 antag – EphB4-ephrin-B2 interaction antagonists, primary screen, biochemical, TNYL-RAW peptide probe, fluorescence polarization | Ephrin type-B receptor 4 (Homo sapiens), P54760 | EphB4 LBD / TNYL-RAW-Alexa532 peptide | inhibition, % at 7 µM | 97,000 compounds, 0.15% hits | AID 720, 2007;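 active = inhibition above the screen-wide mean inhibition plus 3 SD, cut at about 15% in these data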;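 note: 0% = DMSO wells and 100% = excess unlabeled TNYL-RAW peptide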
Target sequence (P54760 whole entry, looked up, the tested form may be a part): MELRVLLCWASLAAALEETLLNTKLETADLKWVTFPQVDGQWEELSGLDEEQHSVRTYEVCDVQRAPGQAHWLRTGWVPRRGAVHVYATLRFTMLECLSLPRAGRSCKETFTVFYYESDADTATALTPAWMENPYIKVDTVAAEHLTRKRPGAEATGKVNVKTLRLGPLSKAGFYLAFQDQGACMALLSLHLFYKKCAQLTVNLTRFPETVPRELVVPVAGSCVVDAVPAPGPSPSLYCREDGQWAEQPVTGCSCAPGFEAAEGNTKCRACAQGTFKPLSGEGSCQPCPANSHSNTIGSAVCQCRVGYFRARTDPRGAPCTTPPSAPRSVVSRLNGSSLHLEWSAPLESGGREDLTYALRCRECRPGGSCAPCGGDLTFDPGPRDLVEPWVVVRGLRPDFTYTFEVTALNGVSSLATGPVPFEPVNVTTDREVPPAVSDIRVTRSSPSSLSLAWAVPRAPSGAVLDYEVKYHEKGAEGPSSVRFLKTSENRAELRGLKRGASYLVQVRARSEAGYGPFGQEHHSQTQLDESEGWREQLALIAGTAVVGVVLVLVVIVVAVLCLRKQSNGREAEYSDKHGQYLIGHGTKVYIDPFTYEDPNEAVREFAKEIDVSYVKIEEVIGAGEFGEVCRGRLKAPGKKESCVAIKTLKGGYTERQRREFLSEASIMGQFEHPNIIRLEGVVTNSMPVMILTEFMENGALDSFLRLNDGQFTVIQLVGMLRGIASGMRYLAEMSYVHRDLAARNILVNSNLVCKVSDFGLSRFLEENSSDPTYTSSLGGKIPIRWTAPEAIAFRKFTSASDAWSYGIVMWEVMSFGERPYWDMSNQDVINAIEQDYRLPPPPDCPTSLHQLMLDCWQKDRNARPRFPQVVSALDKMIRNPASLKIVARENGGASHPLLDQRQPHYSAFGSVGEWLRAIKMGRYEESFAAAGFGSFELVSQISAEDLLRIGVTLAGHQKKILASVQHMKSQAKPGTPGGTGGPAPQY
CYP2C9 act – human CYP2C9 activators, primary screen, biochemical, luminescence | activation factor at 5 µM | recombinant CYP2C9, luciferin-H conversion; stronger effect = higher value; factor 1 = untreated enzyme, 0 = blocked | 96,000 compounds, 1.4% hits | AID 1024, 2008;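 active = activation factor of 2 or more for CYP2C9 at a 5 µM dose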;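 note: 0 = sulfaphenazole-blocked wells and 1 = vehicle-only wells; values of inactives mirror those of a sister screen read the other way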
CYP2C19 inh – blockers of cytochrome P450 2C19 activity – biochemical, luminescence, ADME assay, primary screen; inhibition, % at 5 µM; P33261; 96,000 compounds, 21% hits; CYP2C19 Supersomes, luciferin-H EGE luminescence, 30 min;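 active = CYP2C19 inhibition above a set limit at 5 µM in the primary screen, cut at about 50% in these data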;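 note: plate controls were negative control wells for no effect and 2.5 mM tranylcypromine positive control for full effect; values of inactives mirror those of a sister screen read the other way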
Rev-RRE block – HIV-1 Rev-RRE binding inhibitors, primary screen, biochemical, FRET, protein-RNA interaction; P05866; Rev peptide-RRE RNA binding; inhibition, % at 8 µM; 97,000 compounds, 0.79% hits; AID 704, 2007;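 active = inhibition above the screen-wide mean plus 3 SD, cut at about 35% in these data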;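 note: 0% = median DMSO wells and 100% = median Neomycin B control wells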
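Assay system: Rev peptide and RRE RNA, both fluorescently labelled; times: 5 min preincubation and 15 min binding, 25 °C; detection: FRET, ex 480 nm, em 540 and 671 nm; read-out basis: % inhibition from 671/540 nm acceptor-to-donor ratio, scaled between controls; benchmarks: DMSO low control, neomycin B high control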
CYP2C9 inhib – blockers of cytochrome P450 2C9 activity – biochemical, luminescence, ADME assay, primary screen. P11712. CYP2C9 Supersomes, luciferin-H conversion. AID 777, 2007. 96,000 compounds, 20% hits. inhibition, % at 5 µM;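 active = blocking of liver enzyme CYP2C9 beyond about 50% at 5 µM, limit read from the data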; note: values of inactives mirror those of a sister screen read the other way
PLK1 PBD inh – Plk1 polo box domain binding inhibitors, primary screen, biochemical, fluorescence polarization; Serine/threonine-protein kinase PLK1 (Homo sapiens), P53350; Plk1 PBD phosphopeptide binding; inhibition, %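 (tested at about 20 µM)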; 97,000 compounds, 0.13% hits; in the data active = inhibition above about 34%, passing the limit was not always enough
PLK1 kinase inh – human PLK1 kinase inhibitors, primary screen, biochemical, TR-FRET | recombinant PLK1 kinase, TR-FRET peptide phosphorylation | inhibition, % at 10 µM | 97,000 compounds, 0.53% hits | AID 619, 2007;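 active = inhibition of 50% or more in the single-concentration screen; inactive = inhibition below 50%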;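 note: 0% = DMSO max control and 100% = H-89 dihydrochloride min control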
PLAP act – PLAP enzyme activators, biochemical, luminescence, HTS; purified PLAP enzyme, luminescent substrate read-out; stronger effect = higher value; Alkaline phosphatase, placental type (Homo sapiens), P05187; 96,000 compounds, 1.2% hits; activation fold at 20 µM; in the data active = activation fold above about 2
Active calls of the source: *; x = no result given.

nr	CYP2C19 activ	EphB4 antag	CYP2C9 act	CYP2C19 inh	Rev-RRE block	CYP2C9 inhib	PLK1 PBD inh	PLK1 kinase inh	PLAP act	SMILES
1	1	5	0.8	4	1	23	-29	-4	1	CC(Oc1ccc(F)cc1)C(=O)Nc1ccc2ccccc2c1 (stereo unspecified)
2	0.3	0	0.7	70*	11	32	-27	-7	1	CCCCn1nnnc1NCc1ccc(OC)c(OC)c1OC
3	0.7	5	0.7	30	7	35	-3	-1	1.5	CCn1c(SCc2ccccc2)nnc1-c1ccc(S(=O)(=O)N2CCCCC2)cc1
4	0.9	3	1.1	12	7	-13	-15	-11	0.8	Cc1c(N=C2NC(=O)C(CC(=O)Nc3ccc(Cl)cc3)S2)c(=O)n(-c2ccccc2)n1C (stereo unspecified)
5	0.6	2	0.6	42	2	43	-8	-3	1	COc1cccc(NC(=O)CN2C(=O)C3(OCCCO3)c3ccccc32)c1
6	1	7	1.2	-2	7	-16	9	-7	1.1	CCCCC1CC(CSC(=N)N)OC1=O (stereo unspecified)
7	0.5	2	1.1	52*	6	-10	-17	-12	2.8*	Brc1ccc2nc(CSc3ncn[nH]3)cn2c1
8	1	0	0.9	-1	10	6	-24	-2	1	c1ccc(N(c2ccccc2)c2nc(N3CCCC3)nc(-n3ccnc3)n2)cc1
9	0.9	-1	1.1	12	15	-13	-19	7	0.8	Cc1nc2ccc(NC(=O)NCCO)cc2s1
10	0.1	2	0.1	93*	9	85*	20	-4	1.8	COc1ccc(NC(=O)CSC2=C(C#N)C(c3ccco3)C3=C(CCCC3=O)N2)c(OC)c1 (stereo unspecified)
11	0.8	-7	0.9	18	3	13	6	-2	1.6	OCCN(CCO)CC(O)COCCC12CC3CC(CC(C3)C1)C2 (stereo unspecified)
12	1	-3	1.1	-3	5	-5	19	2	1.2	O=C1CC(N2CCC(O)CC2)C(=O)N1c1ccc(Br)cc1 (stereo unspecified)
13	0.5	6	0.2	45	15	83*	-15	-16	1.3	CCOC(=O)C(C)Sc1ncc(OC)c(Sc2ccc(Cl)cc2)n1 (stereo unspecified)
14	0.2	2	0.7	82*	6	29	-9	-9	1.4	OCCOCCOCCn1c2ccccc2c2ccccc21
15	x	-2	x	x	3	x	-15	-8	x	CN(Cc1ccccc1)C(=O)NC1CCCCC1

The listing continues:
nr	CYP2C19 activ	EphB4 antag	CYP2C9 act	CYP2C19 inh	Rev-RRE block	CYP2C9 inhib	PLK1 PBD inh	PLK1 kinase inh	PLAP act	SMILES
16	x	-5	x	x	-2	x	-15	6	x	CN(Cc1ccccc1)Cc1nc2c([nH]1)c(=O)n(C)c(=O)n2C
17	1	5	1	4	-1	2	4	-11	1	CC(NC(=O)c1ccc2c(c1)OCO2)C(c1cccs1)N1CCOCC1 (stereo unspecified)
18	0.9	-9	0.9	6	3	7	-38	-5	1	C=CCN(C(=O)CNS(=O)(=O)c1ccccc1)C(C(=O)NCCOC)c1ccncc1 (stereo unspecified)
19	0.6	2	0.2	44	4	81*	-2	-6	1.4	O=c1[nH]c(C2CCCN(S(=O)(=O)c3ccccc3)C2)nc2c1nnn2Cc1ccccc1 (stereo unspecified)
20	1.1	1	1.2	-14	10	-24	10	-11	1	CC(=O)Nc1c(C(=O)O)oc2ccccc12
21	1.1	7	0.9	-14	8	6	-39	0	0.9	NC(=S)N/N=C/c1ccc(-c2cc(Cl)cc(Cl)c2)o1
22	0.1	4	0.6	88*	5	45	-39	6	1	O=c1oc2ccccc2n1CSC1=NCCS1
23	0.5	-4	0.4	52*	7	58*	-11	-2	1.5	CCOC(=O)C1CCCN(CC(=O)Nc2c(C(=O)OC)[nH]c3ccc(Br)cc23)C1 (stereo unspecified)
24	1	3	1	3	3	-2	38	-8	1.1	CS(=O)(=O)c1ccc2nc(N)sc2c1
25	0.8	12	0.7	24	15	25	0	-5	1.6	NC(=O)C[C@@H]1N[C@]2(C(=O)Nc3ccccc32)[C@@H]2C(=O)N(c3cc(C(F)(F)F)ccc3Cl)C(=O)[C@H]12
26	0.3	2	0.4	68*	6	64*	-16	-4	1.1	COC(=O)C1CCC(C)(C(=O)Nc2ccccc2)C1(C)C (stereo unspecified)
27	x	3	x	x	13	x	-6	-8	x	COC(=O)c1ccc(C(=O)OCc2nc3cc4ccccc4cc3[nH]2)cc1
28	1	-7	1	0	0	5	-10	-4	1.5	COCCOC(=O)c1c(C)n(C)c2ccc(OC(=O)N3CCOCC3)cc12
29	0.8	0	1	21	6	-4	22	-8	1	OCCSc1nnc(Nc2ccccc2)s1
30	0.8	-2	0.5	23	-1	50*	-17	-7	1.3	CCOC(=O)N1CCN(S(=O)(=O)c2c(C)cc(C)cc2C)CC1

From entry 27 up to 30, copied from above:
nr	CYP2C19 activ	EphB4 antag	CYP2C9 act	CYP2C19 inh	Rev-RRE block	CYP2C9 inhib	PLK1 PBD inh	PLK1 kinase inh	PLAP act	SMILES
27	x	3	x	x	13	x	-6	-8	x	COC(=O)c1ccc(C(=O)OCc2nc3cc4ccccc4cc3[nH]2)cc1
28	1	-7	1	0	0	5	-10	-4	1.5	COCCOC(=O)c1c(C)n(C)c2ccc(OC(=O)N3CCOCC3)cc12
29	0.8	0	1	21	6	-4	22	-8	1	OCCSc1nnc(Nc2ccccc2)s1
30	0.8	-2	0.5	23	-1	50*	-17	-7	1.3	CCOC(=O)N1CCN(S(=O)(=O)c2c(C)cc(C)cc2C)CC1

(list continues)
nr	CYP2C19 activ	EphB4 antag	CYP2C9 act	CYP2C19 inh	Rev-RRE block	CYP2C9 inhib	PLK1 PBD inh	PLK1 kinase inh	PLAP act	SMILES
31	1	x	0.9	5	x	10	x	x	1.2	CCOC(=O)CN1CC23C=CC(O2)C(C(=O)N2CCN(c4ccc(F)cc4)CC2)C3C1=O (stereo unspecified)
32	1	x	1	-2	x	-2	x	x	0.9	Cc1nccn1CCC(=O)O
33	0.9	-2	0.8	12	15	18	-10	-9	0.8	CCNc1nc(NCC)nc(SCCOC(=O)COc2ccc(Cl)cc2Cl)n1
34	0.5	5	0.4	50*	10	64*	-3	28	0.7	COc1ccc(NC(=O)c2csc(Cc3ccccc3)n2)cc1
35	1.1	3	1	-14	8	2	-14	-1	0.9	FC(F)(F)c1cccc(N2CCN(c3ccc4nnc(-c5ccccc5)n4n3)CC2)c1
36	0.7	2	0.5	28	6	46	4	-8	1	O=C(Nc1ccc(Cl)c(Cl)c1)N1CC=C(c2ccccc2)CC1
37	1	1	1	-4	-3	5	15	11	5.4	COc1cccc(/C=N/Nc2nn3cnnc3c3ccccc23)c1O
38	0.8	-6	0.8	16	6	24	-2	-6	1.1	CNC(=O)CN(C1CCCCC1)S(=O)(=O)c1ccc(OC)c(Cl)c1
39	0.7	-8	1.4	26	0	-35	22	-11	1	CCOC(=O)CSc1nccc(N(C)C)c1C#N
40	0.3	9	0	74*	6	98*	7	-2	1.5	CCC(C)NS(=O)(=O)c1ccc(NS(=O)(=O)c2ccc(F)cc2)cc1 (stereo unspecified)
41	x	-9	x	x	10	x	-10	-5	x	CN(C(=O)c1cccc(Nc2ccc(-c3ccc4c(c3)OCCO4)nn2)c1)C1CCCCC1
42	0.7	-3	0.5	33	4	50	5	-4	1.5	Cc1cc(C)n(-c2nc3ccccc3nc2N2CCN(S(=O)(=O)c3ccc4ccccc4c3)CC2)n1
43	1	-1	1.1	2	-5	-5	-10	-6	1.1	Cc1cccc(C(C)(C)C)c1OCCCCN1CCCC1
44	0.1	10	0.1	91*	12	94*	-23	-9	2*	COc1ccccc1CNc1cc(CSc2ccc(Cl)cc2)nc(C)n1
45	0.5	5	0.8	52*	8	22	-8	-10	0.8	O=C1c2ccccc2C(=O)N1CCSc1ccccc1

(continued)
nr	CYP2C19 activ	EphB4 antag	CYP2C9 act	CYP2C19 inh	Rev-RRE block	CYP2C9 inhib	PLK1 PBD inh	PLK1 kinase inh	PLAP act	SMILES
46	0.8	-3	1	24	1	-4	-5	-8	1.2	Cc1ccc2c(c1)[nH]c1c(=O)n(CCN3CCNCC3)cnc12
47	1.1	-4	0.8	-7	16	22	1	-1	1	CCO/C=C1/C(=O)N(C)C(=O)c2cc(OC)ccc21
48	1	-5	0.6	1	0	37	-12	-2	1.1	Cn1c(=O)c2c(=O)cc(NNC(=O)C(C)(C)C)[nH]c2n(C)c1=O
49	0.4	-6	0.8	60*	2	16	3	-10	1	COCc1nc2ccccc2n1CCOc1ccccc1OC
50	0.1	5	0.4	86*	-1	57*	7	4	1.3	COc1cccc(CNn2cnnc2)c1OCc1ccc(F)cc1
51	0.8	2	0.5	22	1	47	-24	-6	1.2	CCCCCC/C(C)=C1/SC(=S)NC1=O
52	0.6	x	0.4	40	x	58*	x	x	1.5	CC(C)c1cc(NC(=O)CSc2nnc(-c3ccccc3F)n2C)on1
53	0.3	7	0.4	71*	4	63*	-14	-2	1.2	CCCOc1cc(CC(=O)NCc2ccco2)ccc1OC
54	x	-6	x	x	2	x	5	-15	x	NC(=O)CSc1nnc(-c2ccc(S(=O)(=O)N3CCCC3)cc2)o1
55	1.3	-1	1.3	-28	6	-34	-27	-7	0.9	O=C1CCC2(C(=O)O)Sc3ccccc3N12 (stereo unspecified)
56	1.2	x	1	-18	x	-2	x	x	1.2	Cc1cc(C)nc(-n2nc(C)c(C3(O)C(=O)Nc4ccccc43)c2N)n1 (stereo unspecified)
57	x	-1	x	x	-1	x	3	-7	x	O=C(CSc1nnc(-c2cccnc2)n1C1CCCCC1)NC1CCCC1
58	1	9	0.9	-5	13	8	-18	-2	1.5	CCCN1CCN(C(c2cc3cc4c(cc3[nH]c2=O)OCO4)c2nnnn2C(C)(C)C)CC1 (stereo unspecified)
59	1.1	2	1.1	-10	10	-14	10	-10	1.2	COc1ccc(C(=O)N2CCN(S(=O)(=O)N3CCOCC3)CC2)cc1OC

Entries of single compounds as entered above:
COc1cccc(CNn2cnnc2)c1OCc1ccc(F)cc1 across the screens: CYP2C19 activ = 0.1; EphB4 antag = 5; CYP2C9 act = 0.4; CYP2C19 inh = 86*; Rev-RRE block = -1; CYP2C9 inhib = 57*; PLK1 PBD inh = 7; PLK1 kinase inh = 4; PLAP act = 1.3
COCc1nc2ccccc2n1CCOc1ccccc1OC across the screens: CYP2C19 activ = 0.4; EphB4 antag = -6; CYP2C9 act = 0.8; CYP2C19 inh = 60*; Rev-RRE block = 2; CYP2C9 inhib = 16; PLK1 PBD inh = 3; PLK1 kinase inh = -10; PLAP act = 1
